Screening data deposited in PubChem BioAssay by several laboratories.
FAK blocker: FAK (human) kinase inhibition; inhibition, %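 (tested at 7 µM)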; biochemical FAK kinase activity assay; 97,000 compounds, 0.84% hits; AID 727; Q05397; in the data active = inhibition above about 19%;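 also: 0% = DMSO and 100% = reference compound high control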
Target sequence (Q05397 whole entry, looked up): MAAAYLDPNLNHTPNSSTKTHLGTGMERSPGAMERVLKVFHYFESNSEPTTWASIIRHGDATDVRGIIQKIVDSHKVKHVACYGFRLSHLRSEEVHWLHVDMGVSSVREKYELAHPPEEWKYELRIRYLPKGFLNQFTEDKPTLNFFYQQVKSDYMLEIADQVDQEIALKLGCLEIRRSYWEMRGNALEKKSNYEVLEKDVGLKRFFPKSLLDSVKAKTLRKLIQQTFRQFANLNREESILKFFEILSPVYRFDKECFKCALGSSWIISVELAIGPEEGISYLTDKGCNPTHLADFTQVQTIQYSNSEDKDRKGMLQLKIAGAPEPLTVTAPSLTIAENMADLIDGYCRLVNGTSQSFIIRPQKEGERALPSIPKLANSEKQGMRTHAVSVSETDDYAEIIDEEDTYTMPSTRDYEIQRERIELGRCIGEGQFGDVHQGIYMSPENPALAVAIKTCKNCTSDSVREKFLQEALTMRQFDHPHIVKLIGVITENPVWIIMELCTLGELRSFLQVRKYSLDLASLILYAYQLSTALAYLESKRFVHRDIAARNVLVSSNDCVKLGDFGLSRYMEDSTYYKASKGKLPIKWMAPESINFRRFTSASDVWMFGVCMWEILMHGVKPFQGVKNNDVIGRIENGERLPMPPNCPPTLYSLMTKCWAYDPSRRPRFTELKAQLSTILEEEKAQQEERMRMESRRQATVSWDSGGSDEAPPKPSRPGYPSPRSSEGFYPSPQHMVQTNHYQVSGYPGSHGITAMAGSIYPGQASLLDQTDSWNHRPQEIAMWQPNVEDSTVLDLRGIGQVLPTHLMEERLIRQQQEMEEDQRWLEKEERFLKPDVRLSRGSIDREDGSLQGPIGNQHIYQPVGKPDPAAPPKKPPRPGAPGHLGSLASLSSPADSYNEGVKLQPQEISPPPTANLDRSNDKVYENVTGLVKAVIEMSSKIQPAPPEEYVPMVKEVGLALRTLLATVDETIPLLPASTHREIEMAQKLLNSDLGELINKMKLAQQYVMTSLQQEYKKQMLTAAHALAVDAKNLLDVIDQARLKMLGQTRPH
PLK1 inh: blocks human PLK1 kinase activity; recombinant PLK1 kinase, TR-FRET peptide phosphorylation; inhibition, % at 10 µM; 97,000 compounds, 0.53% hits;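 active = inhibition of 50% or more in the single-concentration screen; inactive = inhibition below 50%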;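 also: 0% = DMSO max control and 100% = H-89 dihydrochloride min control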
LYP act: increases human PTPN22 phosphatase activity; Q9Y2R2; recombinant LYP, DiFMUP fluorescence; 0 = plate median, 100 = signal doubled; activation, % at 2 µM; 96,000 compounds, 0.11% hits; AID 697;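 active = activation at 2 µM above a set limit, the mean plus 5 SD, cut at about 37% in these data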
Rev-RRE block: disrupts HIV-1 Rev binding to RRE RNA. Rev peptide-RRE RNA binding, FRET. inhibition, % at 8 µM. 97,000 compounds, 0.79% hits. AID 704;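 active = inhibition above the screen-wide mean plus 3 SD, cut at about 35% in these data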;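 also: 0% = median DMSO wells and 100% = median Neomycin B control wells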
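Test system – labelled RRE RNA duplex and labelled Rev peptide · Reagent – labelled Rev peptide · Doses – one concentration, 8 µM nominal · Incubation – 5 + 15 min at 25 °C · Signal – FRET fluorescence readout · Read-out basis – % inhibition of FRET ratio versus controls · Control set – DMSO wells as 0% and neomycin B wells as 100% inhibition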
Plk1 PBD FP: inhibitors of human Plk1 polo box domain binding. P53350. Plk1 PBD phosphopeptide binding, fluorescence polarization. inhibition, %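 (tested at about 20 µM)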. 97,000 compounds, 0.13% hits; in the data active = inhibition above about 34%, passing the limit was not always enough
PTPN22 inh 2: LYP (human) phosphatase inhibition; recombinant LYP catalytic domain, DiFMUP fluorescence; Q9Y2R2; inhibition, % at 2 µM; 96,000 compounds, 0.21% hits;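 active = inhibition at 2 µM at or above a set limit, the screen mean plus 3 SD, cut at about 24% in these data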;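 also: 0% = DMSO with enzyme and 100% = enzyme fully blocked by orthovanadate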
F-actin modifier: alters cytoskeleton assembly in HUVEC cells; 91,000 compounds, 0.18% hits; inhibition, % at 2 µM; AID 836; HUVEC TNFa F-actin phalloidin imaging, high content;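 active = inhibition above the batch mean plus 3 SD and confirmed as a hit by visual image inspection, cut at about 30% in these data, passing the limit was not always enough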; also: strong numbers were not always called active
PTK2B oligo ant: blocks oligomerization of human Pyk2 in cells; Q14289; Q293 cells, Pyk2 FERM NanoBiT luminescence; stronger effect = lower value; z-score (the deposit names both 25 µM and 10 µM); 99,000 compounds, 0.83% hits; AID 1347419;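 active = Z-score of -3 or lower, scaled per plate to the spread of control and sample wells; inactive = z-score above -3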;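 also: negative z-score means lost luminescence so less FERM oligomerization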
EphB4 antag: blocks human EphB4 binding to ephrin-B2. inhibition, % at 7 µM. EphB4 LBD / TNYL-RAW-Alexa532 peptide, fluorescence polarization. P54760. AID 720. 97,000 compounds, 0.15% hits;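 active = inhibition above the screen-wide mean inhibition plus 3 SD, cut at about 15% in these data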;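 also: 0% = DMSO wells and 100% = excess unlabeled TNYL-RAW peptide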
Numbers without * were called inactive; . = no result given.

FAK blocker,PLK1 inh,LYP act,Rev-RRE block,Structure,Plk1 PBD FP,PTPN22 inh 2,F-actin modifier,PTK2B oligo ant,EphB4 antag
2,-14,3,2,CCOC(=O)C1C(=O)NC(N2CCN(Cc3ccccc3)CC2)=NC1c1ccco1 (stereo not given),1,-2,16,1.4,0
-1,-5,18,9,COc1ccc(NC(=O)CSc2ncnc3c2cnn3Cc2ccccc2)cc1,-12,-15,0,-0.61,0
0,-16,5,7,N#Cc1ccc(OCc2nnc(SCC(=O)c3ccccc3)n2-c2ccccc2)cc1,-6,-6,-7,-0.19,-1
0,-1,-8,6,O=C(c1cc2ncc(Br)cn2n1)N1CCN(C(=O)c2ccco2)CC1,-3,7,-20,-0.64,3
-1,-11,-13,-4,COc1ccc(C2NC(=S)NC3=C2CCc2cc(OC)ccc23)cc1 (stereo not given),8,15,10,0.31,0
0,13,13,1,Clc1ccc(OCc2nnc(-c3ccccc3Br)o2)c(Cl)c1,11,-16,-31,-1.1,3
-1,17,2,10,COc1ccc(O)c(-c2[nH]ncc2C(=O)c2ccccc2)c1,18,-4,-6,-3.5*,-2
1,-20,7,5,COc1ccc(C2C(C(=O)Nc3cccnc3)=C(C)Nc3nc(-c4ccco4)nn32)cc1 (stereo not given),-15,-11,-1,.,7
-3,-7,-6,6,COC(=O)c1cc(C#N)c(Oc2ccc(F)cc2)nc1C,17,8,10,0.74,1
-1,-5,-7,-4,CCCCN(C(=O)Cn1nnc2ccccc21)C(C(=O)NCCOC)c1ccccc1 (stereo not given),-16,6,4,-0.2,-4
-2,-11,1,5,COc1cc(-c2nnc(SCC(=O)OC3CCCCC3)o2)cc(OC)c1OC,-1,-4,-6,0.99,0
0,-6,-3,8,O=C(CSc1ncnc2nc[nH]c12)N1CCN(c2ccc(Cl)cc2)CC1,11,3,3,-0.04,-2
1,-10,13,9,COc1ccc(OCC(=O)NCCc2ccc(S(N)(=O)=O)cc2)cc1,-5,-14,-13,-0.23,-2
-1,-11,3,-1,O=C(c1ccc2c(c1)C(=O)N(Cc1ccco1)C2O)N1CCOCC1 (stereo not given),-5,-6,2,.,-10
0,-9,-5,2,CCOC(=O)COc1ccc(Br)cc1C1NC(=O)NC(C)=C1C(=O)NCc1ccccc1 (stereo not given),9,8,16,-0.15,-7
2,-6,2,11,Cc1ccccc1OCCn1c(=O)oc2ccccc21,-13,-3,-27,-0.27,-4
-6,-5,2,5,COC(=O)c1nc(C(=O)OC)c(C(=O)OC)nc1C(=O)OC,-6,-4,8,-0.53,-3
-12,-8,-5,-3,CN1C(=O)Cc2cc(S(=O)(=O)N3CCOCC3)ccc21,-23,8,0,0.5,-7
-5,0,4,4,COc1cc2c(cc1OC)CN(S(C)(=O)=O)CC2,16,-4,17,.,-5
0,-16,-8,-1,CCCCCn1c(CNC(=O)CC)nc2ccccc21,33,5,-6,.,-7

Another view of four compounds above:
Below each compound: FAK blocker	PLK1 inh	LYP act	Rev-RRE block	Plk1 PBD FP	PTPN22 inh 2	F-actin modifier	PTK2B oligo ant	EphB4 antag
COC(=O)c1cc(C#N)c(Oc2ccc(F)cc2)nc1C
 : -3	-7	-6	6	17	8	10	0.74	1
CCCCN(C(=O)Cn1nnc2ccccc21)C(C(=O)NCCOC)c1ccccc1 (stereo not given)
 : -1	-5	-7	-4	-16	6	4	-0.2	-4
CCCCCn1c(CNC(=O)CC)nc2ccccc21
 : 0	-16	-8	-1	33	5	-6	.	-7
CCOC(=O)COc1ccc(Br)cc1C1NC(=O)NC(C)=C1C(=O)NCc1ccccc1 (stereo not given)
 : 0	-9	-5	2	9	8	16	-0.15	-7

Carrying on.
FAK blocker,PLK1 inh,LYP act,Rev-RRE block,Structure,Plk1 PBD FP,PTPN22 inh 2,F-actin modifier,PTK2B oligo ant,EphB4 antag
0,-9,-6,4,COc1ccc(N2C(=O)C3C4C=CC(C4)C3C2=O)nn1 (stereo not given),-6,3,-10,0.45,-5
-1,-8,-1,8,COC(=O)NNC(=O)COc1ccc(Cl)cc1,3,4,3,0.1,2
0,-7,4,10,Cc1ccc(NC(=O)Nc2cccs2)nc1,-19,-3,0,0.01,4
-3,-5,-10,0,CCCCNC(=O)C1=C(N)C(C(=O)Nc2ccc(C)c(S(=O)(=O)N3CCCCC3)c2)SC1=Nc1ccc(C)cc1C (stereo not given),-33,11,-8,0.78,0
-8,-8,-14,2,CCOC(=O)c1ccc(NC(=O)C2C3CCC(C3)C2C(=O)O)cc1 (stereo not given),-27,10,16,0.15,-3
-2,-2,-6,-4,S=C1NCCc2ccccc2C1c1ccccc1 (stereo not given),-5,6,2,-1,-4
2,-15,-6,1,CCOC(=O)c1c(C)n(C)c2ccc(OCC(O)CN(CC)CC)cc12 (stereo not given),-16,5,-3,.,-5
-2,-4,.,0,CCOc1ncccc1C(=O)NCc1ccc(OC)cc1,19,.,.,-0.14,0
8,-8,3,7,CCC(=O)c1c[nH]c(C(=O)NCCc2ccccn2)c1,11,3,47,0.62,0
2,-9,-5,11,COc1cccc(-n2ccnc2SCC(=O)Nc2cc(OC)ccc2OC)c1,-10,4,-1,0.56,-3
-2,-4,4,-3,O=C(N1CCCC1)n1c(Cc2ccccc2)nc2ccccc21,1,0,-34,-0.58,5
2,-12,-13,9,Cc1ccc(C)c(N(CC(=O)N(C)C)S(C)(=O)=O)c1,7,12,29,1.4,-4
0,-4,-8,-3,O=C(c1cnn2c(C(F)(F)F)cc(-c3cccs3)nc12)N1CCN(C(c2ccccc2)c2ccccc2)CC1,-9,7,0,-1.4,0
-5,-1,-1,0,CCCCCCN1N=C(C)C(C(=O)c2ccc(Cl)cc2)C1=O (stereo not given),-16,6,34,0.28,0
-2,-8,4,3,N[C@@H](Cc1ccccc1)c1nnc(SCc2ccccc2Cl)o1,0,-8,2,-0.49,0
-3,-10,3,5,c1ccc(-n2ncc3c(NCc4cccnc4)ncnc32)cc1,17,-5,-3,-0.85,-2
0,-14,2,9,COC(=O)CN1C(=O)C2(C(C#N)=C(N)Oc3c2c(C)nn3-c2ccccc2)c2ccccc21 (stereo not given),12,-5,1,-2.4,-2
3,0,-4,7,Cc1nn2c(-c3ccncc3)nnc2c2ccccc12,-3,0,-11,0.36,-2
3,-6,4,11,COc1ccc(Nc2nnc(C)c(=O)[nH]2)cc1,-4,-2,-28,-0.51,1
1,-10,-5,5,NC(=O)c1ccc(NC(=O)CSC2=Nc3ccccc3C3CC=NN23)cc1 (stereo not given),7,7,8,0.39,0

PTK2B oligo ant, entries above that show a hit.
FAK blocker,PLK1 inh,LYP act,Rev-RRE block,Structure,Plk1 PBD FP,PTPN22 inh 2,F-actin modifier,PTK2B oligo ant,EphB4 antag
-1,17,2,10,COc1ccc(O)c(-c2[nH]ncc2C(=O)c2ccccc2)c1,18,-4,-6,-3.5*,-2

Single records, from the list above.
Shown for Cc1ccc(C)c(N(CC(=O)N(C)C)S(C)(=O)=O)c1 : FAK blocker = 2; PLK1 inh = -12; LYP act = -13; Rev-RRE block = 9; Plk1 PBD FP = 7; PTPN22 inh 2 = 12; F-actin modifier = 29; PTK2B oligo ant = 1.4; EphB4 antag = -4
Shown for COc1ccc(N2C(=O)C3C4C=CC(C4)C3C2=O)nn1 (stereo not given) : FAK blocker = 0; PLK1 inh = -9; LYP act = -6; Rev-RRE block = 4; Plk1 PBD FP = -6; PTPN22 inh 2 = 3; F-actin modifier = -10; PTK2B oligo ant = 0.45; EphB4 antag = -5

At a glance, two of the compounds above:
FAK blocker,PLK1 inh,LYP act,Rev-RRE block,Structure,Plk1 PBD FP,PTPN22 inh 2,F-actin modifier,PTK2B oligo ant,EphB4 antag
0,-9,-6,4,COc1ccc(N2C(=O)C3C4C=CC(C4)C3C2=O)nn1 (stereo not given),-6,3,-10,0.45,-5
-1,-8,-1,8,COC(=O)NNC(=O)COc1ccc(Cl)cc1,3,4,3,0.1,2

Later entries.
FAK blocker,PLK1 inh,LYP act,Rev-RRE block,Structure,Plk1 PBD FP,PTPN22 inh 2,F-actin modifier,PTK2B oligo ant,EphB4 antag
0,3,4,2,CC1(C)CNC(=O)c2sc(N3CCOCC3)nc2C1,13,-3,9,1.7,-1
3,-10,-1,-1,Nc1c(C(=O)NCc2ccco2)sc2nc(N3CCOCC3)c3c(c12)CCCC3,19,-2,-19,1.4,1
8,-4,1,6,O=C1c2ccccc2-c2nc3ncnn3c(-c3ccccc3)c21,-25,3,-17,.,-8
0,-14,3,3,Cc1ccc(/C=C2\OC(=O)c3ccccc32)cc1,7,-1,-4,0.15,-11
2,18,5,11,CC(C)NC(=O)COc1ccc(S(=O)(=O)N2CCOCC2)cc1,11,-7,-2,0.01,-3
3,-6,-11,9,Cc1ccc(-c2noc(-c3ccccc3C(=O)NCC3CCCO3)n2)cc1 (stereo not given),1,7,8,0.71,6
1,-14,-4,6,COc1ccc(-c2ncc3ccccn23)cc1,-12,-1,-3,-0.48,-6
1,3,-8,-5,C=CCOc1ccc(CNc2nccs2)cc1,-17,7,3,-0.19,-10
-1,-12,1,1,COC(=O)c1ccc(C(=O)OC)c(NC(=O)CN2CCN(c3ccccc3OC)CC2)c1,3,-3,-14,-1.4,-11
4,0,6,7,Cc1ccc(CNC(=O)Cn2ccc3ccccc3c2=O)o1,17,-8,36*,0.35,2
-6,-3,6,19,Oc1c(Cl)cc(Cl)cc1C=Nc1ccc(Br)cc1,19,-3,-2,-0.4,2
-3,-9,-14,7,CC(C)c1ccc(NC(=O)N2CCC(c3nc4ccccc4o3)CC2)cc1,13,14,-4,-0.54,-3
0,-9,-3,6,COc1cc(-c2nnc(SCC(=O)Nc3cc(C)on3)n2C)cc(OC)c1O,2,3,-25,1.3,3
-1,0,-6,11,C=COCCn1c(-c2nonc2N)nc2ccccc21,-9,6,5,-0.6,6
1,-8,10,-4,Cc1cccc(CCNC(=O)C2CCC(=O)N2Cc2ccc(F)cc2)c1 (stereo not given),-8,-11,25,0.26,5
-8,-20,1,7,N#Cc1c(N)nc(SCC(=O)NC2CCCCC2)c(C#N)c1-c1ccc(Cl)cc1,3,-4,27,0.09,-8
6,-1,-16,53*,CNc1ccc(Br)cc(C(=O)/C=C/c2cccc(OC)c2)c1=O,0,12,-31,0.88,12
4,2,-2,4,Cc1nnc2n(Cc3ccccc3)c(=O)c3c4c(sc3n12)COC(C)(C)C4,-9,0,0,0.47,-3
0,-12,-4,6,CC1Oc2ccccc2OC1C(=O)Nc1ccccn1 (stereo not given),3,5,-8,0.14,5
3,-13,-8,10,CCn1nnc(-c2ccccc2NC(=O)c2cc(OC)cc(OC)c2)n1,13,8,-14,-1.9,-5
1,-8,6,4,CS(=O)(=O)N1CCN(C(=O)c2c(F)cccc2F)CC1,14,-6,-15,-0.48,-2
3,-24,2,9,CCOC(=O)NC1(C(F)(F)F)NC(=O)N(Cc2ccco2)C1=O (stereo not given),-23,-4,-10,-0.06,6
-1,-15,1,8,CC(C)(C)NC(=O)CC(c1ccccc1)c1ccccc1O (stereo not given),-3,2,6,0.28,-1
